NadD inh – blocks S. aureus nicotinate mononucleotide adenylyltransferase; 0.78% of 360,000 active; inhibition, % at 20 µM; purified NadD enzyme, colorimetric absorbance read-out; in the data active = inhibition above about 26%; note: some compounds past the cut are filed as inactive
STEP inh – STEP (human) phosphatase inhibition | P54829 | recombinant STEP, OMFP fluorogenic substrate, fluorescence | inhibition, % at 20 µM | 0.25% of 360,000 active;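 active = inhibition at 20 µM, scaled per plate between control wells, above about 37%, limit read from the data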;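 note: 0% = DMSO with enzyme and substrate and 100% = substrate only without enzyme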
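System: STEP (striatal-enriched tyrosine phosphatase) enzyme, cell-free; medium: Bis-Tris pH 6.0 buffer with DTT, detergent; dosing: 20 µM, 1% DMSO; times: reaction 20 min, ambient temperature; detection: fluorescence, 480/540 nm; read-out basis: normalized % inhibition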
Rpn11 block – Rpn11 (human) deubiquitinase inhibition | human 26S proteasome, Ub4-pepOG fluorescence polarization; 20S core pre-blocked with epoxomicin | calls only at 20 µM | 0.59% of 360,000 active | AID 588493;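 active = inhibition at 20 µM, scaled to each plate's controls, above about 33%, limit read from the data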
Target sequence (O00487 whole entry, looked up): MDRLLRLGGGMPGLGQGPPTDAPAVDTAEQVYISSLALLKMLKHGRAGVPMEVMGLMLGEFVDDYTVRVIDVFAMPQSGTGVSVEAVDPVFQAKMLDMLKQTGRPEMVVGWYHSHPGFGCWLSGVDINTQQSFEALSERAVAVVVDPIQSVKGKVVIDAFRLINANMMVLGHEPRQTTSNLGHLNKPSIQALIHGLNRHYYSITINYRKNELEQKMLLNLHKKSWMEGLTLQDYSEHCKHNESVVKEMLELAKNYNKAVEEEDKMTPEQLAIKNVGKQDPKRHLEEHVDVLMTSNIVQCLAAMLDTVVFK
LMPTP block – blocks human LMPTP phosphatase; P24666; recombinant LMPTP-A, OMFP fluorogenic substrate, fluorescence intensity; inhibition, % at 20 µM; 0.22% of 360,000 active; AID 651560;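 active = compounds that cut the enzyme signal by at least half of the control window in the single-dose screen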;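 note: plate controls were DMSO wells with enzyme plus substrate for no effect and substrate without enzyme for full effect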
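Test system – LMPTP-A enzyme · Amount – LMPTP-A at 0.625 nM final in the reaction · Buffer or medium – Bis-Tris pH 6.0, DTT, detergent · Reagent – OMFP 400 µM · Doses – single 20 µM dose · Schedule – reaction 50 min, room temperature, dark · Detection – fluorescence intensity of OMFP turnover product · Evaluation – percent inhibition versus substrate-only and uninhibited controls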
Tb MetRS inh – Trypanosoma brucei MetRS inhibition; purified T. brucei MetRS, ATP depletion, Kinase-Glo luminescence; inhibition, % at 11.9 µM; 0.4% of 360,000 active; AID 624268;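 active = inhibition above a per-plate cutoff of the control wells' mean inhibition plus 3 SD, cut at about 5.5% in these data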;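 note: 0% = DMSO wells median and 100% = median of wells with control inhibitor compound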
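Test system – parasite MetRS enzyme · Reagent – substrates ATP, L-methionine and bulk Escherichia coli tRNA · Doses – 11.9 µM compound single dose, 0.9% DMSO · Times – 15 min enzyme-compound preincubation, 2 h reaction, 10 min detection, 25 °C · Signal – Kinase-Glo luminescence, ATP depletion format · Controls – DMSO-only wells as low control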
CSN inh – CSN deneddylation inhibition. Q92905. AID 651999. Purified CSN, SCF-Nedd8-OG deneddylation, fluorescence polarization. 0.38% of 360,000 active. inhibition, % at 12.5 µM;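 active = pattern-corrected inhibition above about 35%, with an unprinted fluorescence ratio check between 0.5 and 1.5, limit read from the data, passing the limit was not always enough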;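 note: 0% = enzyme with substrate and 100% = substrate without enzyme; some results filed as inactive read as strong as hits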
Target sequence (Q92905 whole entry, looked up, one chain of several): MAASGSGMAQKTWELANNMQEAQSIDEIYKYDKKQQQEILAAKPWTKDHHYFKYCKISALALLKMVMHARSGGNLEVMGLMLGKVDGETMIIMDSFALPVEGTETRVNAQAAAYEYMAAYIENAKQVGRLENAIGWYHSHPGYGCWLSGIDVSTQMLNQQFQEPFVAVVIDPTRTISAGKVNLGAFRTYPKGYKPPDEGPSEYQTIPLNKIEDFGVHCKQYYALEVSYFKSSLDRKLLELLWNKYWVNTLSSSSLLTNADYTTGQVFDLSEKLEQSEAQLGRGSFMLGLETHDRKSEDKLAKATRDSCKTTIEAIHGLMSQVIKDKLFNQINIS
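Test system: Human Csn5 produced in HEK293T cells | Compound: 12.5 µM single point | Times: 90 min, room temperature | Signal: Fluorescence polarization readout | Read-out basis: % inhibition of substrate cleavage by Csn5 | Controls: no-enzyme wells high, enzyme-with-substrate wells low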
Scp1 inh – blocks human Scp-1 phosphatase activity; Recombinant Scp1, phosphopeptide, malachite green phosphate absorbance; inhibition, % at 20 µM; Q9GZU7; 0.88% of 340,000 active; AID 493091;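 active = inhibition above about 50% at 20 µM, limit read from the data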;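 note: plate controls were DMSO wells with enzyme for no effect and wells lacking enzyme for full effect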
Target sequence (Q9GZU7 76-261 limits assumed): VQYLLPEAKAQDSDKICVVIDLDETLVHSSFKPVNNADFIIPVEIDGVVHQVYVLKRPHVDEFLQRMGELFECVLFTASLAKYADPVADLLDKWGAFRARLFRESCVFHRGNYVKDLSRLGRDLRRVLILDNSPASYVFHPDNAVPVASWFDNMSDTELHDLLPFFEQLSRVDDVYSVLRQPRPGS
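Times: enzyme reaction 45 min at room temperature, colour 5 min, stabilisation 30 min. Material: SCP-1 catalytic fragment, aa 76-261. Medium: Acidic Tris acetate buffer with magnesium and detergent. Signal: colorimetric free-phosphate detection, absorbance 630 nm. Read-out basis: % inhibition of SCP-1 phosphate liberation. Reagent: Phosphorylated 17-residue peptide substrate.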
MsrA inh – inhibitors of bovine MsrA. 0.75% of 360,000 active. AID 651718. inhibition, % at 15.5 µM. purified bovine MsrA, absorbance read-out; in the data active = inhibition above about 4.5%;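 note: 0% = vehicle wells with enzyme and 100% = reference inhibitor wells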
DNMT1 block – DNMT1 (human) enzyme inhibition. 0.83% of 360,000 active. AID 588458. P26358. DNMT1 molecular beacon, Hinp1I cleavage, fluorescence. inhibition (reported as % activation of signal), % at 10 µM; in the data active = inhibition above about 50%
SUMO1-SIM PPI – modulators of human SUMO1-mediated protein-protein interactions; inhibition, % at 20 µM; 0.33% of 360,000 active; SUMO1 binding to a labelled peptide, TR-FRET, 1 h; P63165; in the data active = inhibition above about 37%
Target sequence (P63165 whole entry, looked up): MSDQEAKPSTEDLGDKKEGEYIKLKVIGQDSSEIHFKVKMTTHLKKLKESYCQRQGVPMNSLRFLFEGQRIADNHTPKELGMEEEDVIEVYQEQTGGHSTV
An asterisk follows results filed as active; i = inactive; · = no result given; + = active, no number.

SMILES	NadD inh	STEP inh	Rpn11 block	LMPTP block	Tb MetRS inh	CSN inh	Scp1 inh	MsrA inh	DNMT1 block	SUMO1-SIM PPI
Cc1cccc(C)c1-n1nnnc1C(CCc1ccccc1)N1CCN(C/C=C/c2ccccc2)CC1 (configuration not stated)	3.7	6.9	i	15.0	-1.0	-2.8	·	-0.6	-10.3	5.0
CCN(CC)S(=O)(=O)c1ccc(OC)c(NS(=O)(=O)c2cccc(C(=O)O)c2)c1	0.0	0.7	i	-0.3	-0.5	-1.1	4.1	-0.3	2.5	1.7
O=C(CSc1nnc2n1CCCN2)c1ccc([N+](=O)[O-])cc1	-1.5	0.4	i	-1.3	-0.5	3.4	-7.8	-0.5	-1.5	-25.3
C/C(=N\NC(=O)CNc1ccccc1)c1ccccc1	4.0	1.7	i	0.3	-0.7	3.6	-4.6	1.3	-5.1	1.1
O=C(c1cc(-c2ccc(F)cc2)nc2ccccc12)N1CCN(C2CCS(=O)(=O)C2)CC1 (configuration not stated)	14.2	-2.6	i	-0.2	-0.2	1.8	-0.2	-0.2	-1.2	-6.9
CC1=C/C(=N\OS(=O)(=O)c2ccccc2)C(C)=CC1=O	1.5	-0.8	i	-0.1	-0.5	5.2	14.7	·	12.3	-3.7
COc1ccc(-c2csc(NC(C)c3nc4cc(Cl)c(Cl)cc4n3CCOCCO)n2)cc1 (configuration not stated)	14.7	18.3	i	1.8	-0.1	3.5	5.0	0.6	-19.6	3.6
Cc1c(N)cc(N)cc1C(=O)O	-0.6	-1.8	i	1.1	0.2	-10.2	-0.7	0.6	-4.1	-1.0
O=C(N/C(=N\O)c1ccccc1)Nc1ccc(Cl)cc1	-3.0	-3.1	+	0.4	-0.5	2.0	1.1	1.9	-2.4	-3.8
CCOC(=O)CSc1nnc(Cc2ccccc2)n1Cc1ccco1	5.4	-4.3	i	0.5	-1.0	-1.7	-1.1	-0.6	1.0	3.7
C[C@@H](O)C#Cc1ccc2c(c1)O[C@H](CN(C)C(=O)Nc1ccccc1)[C@@H](C)CN([C@@H](C)CO)S2(=O)=O	-2.1	-0.9	i	-1.5	-1.4	-1.9	·	-0.7	3.3	3.9
CC1(C(=O)NS(=O)(=O)c2ccccc2Cl)CCN1C(=O)CC1CCCCC1 (configuration not stated)	4.9	2.2	i	-0.5	-0.3	-7.1	·	0.5	3.2	-0.8
Cc1c(/C=N\NC(=O)C2COc3ccccc3O2)c2ccccc2n1C (configuration not stated)	3.2	0.5	i	1.5	-0.2	3.9	-6.7	2.3	-7.4	3.7
COc1ccc2c(c1)c(C(=O)CN1CCC(C(N)=O)CC1)c(C)n2C	-4.3	3.3	i	-1.5	-0.1	-1.1	-4.8	-0.1	5.9	-0.4
O=[N+]([O-])c1ccc2cccnc2c1	2.6	-2.1	i	-1.0	-0.1	-2.6	·	-0.5	7.6	-39.0
CCN(CC)S(=O)(=O)c1ccc(NC(=O)CN(c2cccc(C)c2)S(C)(=O)=O)cc1	-2.1	-0.9	i	-0.9	-0.7	-0.7	-9.7	1.0	-2.8	2.5
COC(=O)[C@H](Cc1ccccc1)NC(=O)N1CCCCC1C (some centres not stated)	-5.4	-2.6	i	-1.1	0.2	-8.3	2.3	1.7	-3.1	-0.7
CCOC(=O)[C@@H]1[C@H]2COc3ccccc3[C@@H]2N2C(=O)N(c3cccc(F)c3)C(=O)[C@@]12C	-10.1	-1.9	i	-2.1	-0.3	-0.9	-11.3	1.0	7.0	3.5
NS(=O)(=O)c1cccc(C(=O)NC2CCSc3ccccc32)c1 (configuration not stated)	4.0	0.2	i	0.0	-0.2	0.0	-3.4	3.0	1.4	-2.6
CCC(=O)Nc1ccc(-c2ccc(N3CCN(C)CC3)nn2)cc1	1.4	-0.9	i	-0.1	0.2	3.0	0.3	·	-1.5	-8.7
CC(C)c1ccc(NC(=O)c2cc(-c3cc(F)ccc3OCC3CCCO3)n[nH]2)cc1 (configuration not stated)	-0.1	0.3	i	2.6	-0.1	1.8	·	-0.1	-5.8	6.1
COc1ccccc1Cc1c(-c2ccc(OC)c(OC)c2)nc2cc(C)c(Br)c(C)n12	3.8	·	·	1.4	-1.5	-2.6	·	2.2	·	5.8
COc1ccc(OC)c(CNC(=O)CCS(=O)(=O)c2ccc3c(c2)oc(=O)n3C)c1	-5.1	-2.0	i	-0.7	-0.4	3.9	-6.3	0.7	5.2	1.1
COc1ccccc1N1CCN(C(=O)/C=C/c2ccc(C)cc2)CC1	-1.3	-3.1	i	-0.6	0.2	1.7	-11.8	0.0	0.2	-1.9
CCCCCc1nnc(NC(=O)NS(=O)(=O)c2ccc(C)cc2)s1	1.2	1.3	i	-1.9	-0.4	2.7	-3.0	2.0	10.4	2.0
CC(C)(C)C(=O)/C=C1\NC(=O)CS1	-4.0	-0.8	i	-3.1	-0.6	-6.4	-7.1	0.5	1.7	-1.0
NC(=O)c1ccc(NC(=O)Cc2cccs2)cc1	-3.0	3.1	i	2.1	-1.7	5.3	16.3	-0.1	9.7	5.3
COc1ccc(C(=O)Nc2c(N)nc(SCC(=O)N3CCC(C)CC3)[nH]c2=O)cc1	-2.9	-2.7	i	0.3	0.1	-1.1	-5.5	0.4	-0.7	3.3
C=CCNC(=O)c1ccccc1NC(=O)Cc1ccccc1[N+](=O)[O-]	-5.5	1.9	i	-0.6	-0.1	1.9	-1.0	-0.5	0.9	-4.3
CCc1ccc(C2=NN(C(C)=O)C(c3ccco3)C2)cc1 (configuration not stated)	-7.0	-1.8	i	0.5	0.0	-2.1	69.4*	-0.5	-1.3	-0.1
CCOC(=O)c1ccc(N2CCOCC2)c(NS(=O)(=O)c2ccc(F)cc2)c1	-2.4	-1.2	i	0.7	-0.2	-5.1	-4.8	0.3	0.6	1.6
CCC(=O)c1cn(CC(=O)Nc2ccccc2)c2ccccc12	-3.8	-3.0	i	-1.4	-0.3	3.2	-1.8	1.2	4.5	-6.3
COc1ccccc1NC(=O)c1ccccc1S(=O)(=O)c1ccc([N+](=O)[O-])cc1	-0.3	-2.6	i	0.9	0.4	-1.4	-9.2	1.8	0.2	-46.9
CCS(=O)(=O)N1CCCC(C(=O)NCCc2ccc(OC)c(OC)c2)C1 (configuration not stated)	-6.3	-2.0	i	-0.9	0.6	3.7	2.6	0.2	-0.7	-3.2
COc1ccc(CNC(=O)CN(C)Cc2ccccc2F)cc1OC	-1.3	2.0	i	-1.2	-0.1	2.8	1.8	-1.2	0.6	6.2
Cc1ccc2c(c1)[C@H]1[C@H](CO2)[C@H](c2ccccc2)[C@]2(C)C(=O)N(Cc3ccccc3)CC(=O)N12	0.5	-0.9	i	1.8	-0.4	3.5	-14.5	1.9	-6.1	0.1
Cc1cc(/C=C(/C#N)C(=O)Nc2ccc(Cl)cc2)c(C)n1-c1cccnc1	9.9	-0.1	i	1.1	-0.8	-2.7	5.4	0.7	-5.9	-6.1
C=CCOc1ccc(/C=C/C(=O)OCc2csc(CC(=O)Nc3ccccc3C)n2)cc1	9.6	4.1	i	0.7	-0.1	-0.9	-3.9	-0.6	1.8	1.5
COc1ccccc1NC(=O)C(CC=C(Cl)Cl)C(C)=O (configuration not stated)	-3.3	2.5	i	0.7	-0.5	4.8	-9.1	-1.1	0.2	-1.1
O=C(OCC(=O)N1CCc2ccccc21)c1ccc([N+](=O)[O-])cc1	-5.4	0.3	i	-0.8	0.1	-1.9	-6.8	-1.0	1.3	-11.7
CCc1ccc(N(C(C)=O)C2C=CS(=O)(=O)C2)cc1 (configuration not stated)	-1.0	-1.3	i	-0.3	-0.5	-1.4	4.4	0.5	4.4	0.9
COc1ccc(CCN2CC(C(=O)NCCN3CCOC3=O)CCC2=O)cc1 (configuration not stated)	-4.3	-0.4	i	-0.7	0.2	7.0	0.0	-0.3	1.4	-3.0
C=CCn1c(Oc2cc(C)ccc2C)nc2c1c(=O)n(C)c(=O)n2C	2.7	2.0	i	2.0	-1.1	0.9	-12.2	1.6	-0.7	6.7
CCN(CC)S(=O)(=O)c1cccc(C(=O)NC(C(=O)NC2=NCCS2)C(C)C)c1 (configuration not stated)	2.1	0.2	i	-2.2	-1.4	-5.5	-12.3	0.5	0.2	7.6
COc1ccc(-c2nc3n(c(=O)c2C#N)CCCS3)cc1	1.3	6.9	i	4.3	-0.3	3.1	-5.2	2.6	0.3	-10.4
Cc1ccc(S(=O)(=O)N(C(=O)c2ccco2)c2cc3sc(=O)oc3c3ccccc23)cc1	28.3	-3.6	i	1.6	-0.2	5.7	-9.4	2.0	16.4	3.4
COc1ccc(-c2noc(N3CCC(C(=O)NCc4ccc(F)cc4)CC3)n2)cc1	0.2	1.2	i	-0.4	0.0	-2.2	-17.3	1.1	7.1	1.9
COc1ccc(C(=O)CCN2CCN(c3ccccc3OC)CC2)cc1	-9.4	-0.8	i	-2.1	0.6	-0.3	-7.2	-1.1	-0.5	-0.9
COc1ccc(C(=O)COC(=O)CCn2c(C)csc2=O)c(OC)c1	-2.8	0.2	i	1.7	-0.1	4.5	·	0.6	-0.4	3.6
CCn1nc(C(=O)Nc2nc(-c3ccccn3)cs2)c2ccccc2c1=O	-1.4	5.4	i	1.3	-0.3	1.9	6.2	0.9	-7.0	-3.7

3 compounds out of the list above, arranged by the value under DNMT1 block, low to high:
Compound	NadD inh	Rpn11 block	LMPTP block	Tb MetRS inh	CSN inh	Scp1 inh	MsrA inh	DNMT1 block	SUMO1-SIM PPI
CCn1nc(C(=O)Nc2nc(-c3ccccn3)cs2)c2ccccc2c1=O	-1.4	i	1.3	-0.3	1.9	6.2	0.9	-7.0	-3.7
CCN(CC)S(=O)(=O)c1cccc(C(=O)NC(C(=O)NC2=NCCS2)C(C)C)c1 (configuration not stated)	2.1	i	-2.2	-1.4	-5.5	-12.3	0.5	0.2	7.6
COc1ccc(-c2noc(N3CCC(C(=O)NCc4ccc(F)cc4)CC3)n2)cc1	0.2	i	-0.4	0.0	-2.2	-17.3	1.1	7.1	1.9
